Screening data as filed in PubChem BioAssay.
MEKK2 WT-MEK5 – modulators of MEK5 binding to wildtype MEKK2, primary screen, biochemical, multiplex bead flow cytometry, Alexa488-MEK5; AID 1531, 2009; Mitogen-activated protein kinase kinase kinase 2 (Homo sapiens), Q9Y2U5; binding response (% of control), % at 10 µM; Alexa488-MEK5 binding to MEKK2 WT; actives lie on both sides; actives 1.1% (n = 290,000); in the data active means binding response below about 67% or above about 130%
UBC9 SUMO inh – inhibitors of in vitro SUMOylation cascade, primary screen, biochemical, HTRF, uHTS | HTRF SUMOylation assay, SAE1/SAE2 + UBC9 | inhibition, % at 35 µM | actives 0.36% (n = 290,000) | AID 2006, 2009; in the data active means inhibition above about 50%, passing the limit was not always enough; further: strong numbers were not always called active
Target sequence (P63279 whole entry, looked up): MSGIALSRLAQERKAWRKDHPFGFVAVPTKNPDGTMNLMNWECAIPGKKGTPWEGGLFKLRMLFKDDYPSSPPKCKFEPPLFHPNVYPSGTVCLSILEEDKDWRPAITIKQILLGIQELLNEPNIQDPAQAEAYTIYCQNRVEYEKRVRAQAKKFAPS
IDE cell activ – human IDE activators in live cells, primary screen, fluorescence polarization, HEK cells, FAbeta-B substrate; Insulin-degrading enzyme (Homo sapiens), P14735; FAbeta-B cleavage; 0% vehicle, 100% cell-free pure enzyme wells; activation, % at 5.96 µM; actives 0.073% (n = 340,000); AID 493087, 2011;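 active means activation above the mean of all tested compounds plus 3 SD, set per screening campaign, cut at about 17% in these data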
MEKK3 PB1 HTS – modulators of MEKK3-MEK5 PB1 binding, primary screen, biochemical, wildtype MEKK3, multiplex bead flow cytometry, Alexa488-MEK5; Mitogen-activated protein kinase kinase kinase 3 (Homo sapiens), Q99759; AID 1529, 2009; bead-based flow cytometry, Alexa488-MEK5 binding to MEKK3; actives lie on both sides; 0 = blocked by unlabeled MEK5, 100 = vehicle; binding response (% of control), % at 10 µM; actives 1.4% (n = 290,000);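 active means binding response more than 3 SD above or below the average of its plate-row segment, actives on both sides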;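 further: Alexa488 bead fluorescence after subtracting the streptavidin-only scavenger bead signal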
Target sequence (Q99759 whole entry, looked up): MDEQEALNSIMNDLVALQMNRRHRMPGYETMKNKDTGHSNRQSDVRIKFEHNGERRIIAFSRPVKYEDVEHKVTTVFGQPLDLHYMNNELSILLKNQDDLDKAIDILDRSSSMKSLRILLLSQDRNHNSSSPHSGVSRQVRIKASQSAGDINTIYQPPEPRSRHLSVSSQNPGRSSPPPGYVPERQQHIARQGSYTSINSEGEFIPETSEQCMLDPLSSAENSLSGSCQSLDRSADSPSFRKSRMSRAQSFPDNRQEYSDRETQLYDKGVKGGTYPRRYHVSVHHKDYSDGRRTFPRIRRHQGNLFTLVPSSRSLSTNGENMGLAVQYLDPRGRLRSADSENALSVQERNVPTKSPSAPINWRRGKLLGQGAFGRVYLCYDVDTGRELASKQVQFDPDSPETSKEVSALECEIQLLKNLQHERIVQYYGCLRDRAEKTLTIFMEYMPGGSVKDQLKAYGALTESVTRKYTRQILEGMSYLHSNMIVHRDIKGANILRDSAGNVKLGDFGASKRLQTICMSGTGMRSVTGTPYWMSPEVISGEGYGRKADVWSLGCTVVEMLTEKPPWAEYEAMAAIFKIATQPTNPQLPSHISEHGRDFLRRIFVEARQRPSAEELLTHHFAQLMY
PfM18AAP inh – PfM18AAP inhibitors, malaria aminopeptidase, primary screen, biochemical, QFRET, recombinant enzyme; M18 aspartyl aminopeptidase (Plasmodium falciparum 3D7); H-Glu-NHMec fluorogenic cleavage; inhibition, % at 7.35 µM; actives 1.2% (n = 290,000);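 active means inhibition above the campaign mean inhibition over all tested compounds plus 3 SD, cut at about 28% in these data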;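 further: 0% = plate median of test compound wells and 100% = 2 mM ZnCl2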
pCIP destab – p/CIP-EGFP fusion destabilizers, primary screen, fluorescence, F442A cells | Q05BA5 | 16 h | decrease of EGFP signal, % at 10 µM | actives 0.01% (n = 290,000);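 active means EGFP signal decrease of at least 30% at 10 µM or well 3 SD below plate mean, unless failing retest; inactive means the rest, including hits failing retest or dose response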; further: some compounds called inactive have numbers as strong as hits; many of its hits are not listed in these tables
NALP1 yeast inh – NALP1 inflammasome inhibitors in reconstituted yeast, colorimetric, S. cerevisiae, triplicate retest | S. cerevisiae NALP1/ASC/caspase-1 growth, X-gal OD620, 72 h | inhibition, % at 10 µM | actives 0.61% (n = 280,000); in the data active means inhibition mostly above about 24%, no sharp cut-off; inactive means mostly below about 32%; further: some compounds called inactive have numbers as strong as hits
MEKK2 mut-MEK5 – MEK5 binding signal on mutant MEKK2 PB1, primary screen, biochemical, multiplex bead flow cytometry, Alexa488-MEK5; Alexa488-MEK5 binding to MEKK2 mutant; percent response, % at 10 µM; AID 1530, 2009; actives 0.35% (n = 290,000); in the data active means percent response above about 24%, passing the limit was not always enough; further: inactives centre near 1; some results filed as inactive read as strong as hits; reference of the scale not given here
IDE cell inh – human IDE inhibitors in live cells, primary screen, fluorescence polarization, HEK cells, FAbetaB substrate; Insulin-degrading enzyme (Homo sapiens), P14735; FAbetaB cleavage; inhibition, % at 5.59 µM; actives 0.41% (n = 320,000); AID 434962, 2010;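 active means percent inhibition above the average of all tested compounds plus 3 SD, set per screening campaign, cut at about 16% in these data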;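 further: IDE supplied by intact live HEK cells; FP after avidin binding of uncleaved biotin substrate so inhibition keeps polarization high; 0% = DMSO wells and 100% = 60 µM reference IDE inhibitor Ii1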
* marks the source's active call; other numbers are inactive results; . = not tested or not shown; [ ] = remark or other dose. An excerpt; rates above refer to the full screens.

SMILES	MEKK2 WT-MEK5	UBC9 SUMO inh	IDE cell activ	MEKK3 PB1 HTS	PfM18AAP inh	pCIP destab	NALP1 yeast inh	MEKK2 mut-MEK5	IDE cell inh
Cc1ccc(C2=NNC3(CCOC(C)(C)C3)S2)cc1 (stereo not drawn)	87.0	-16.6	-6.6	84.0	-7.7	2.3	-6.7	-13.0	-3.4
O=C(CCSCc1cccc(Cl)c1)NC1CCCC1	102.0	-12.4	1.0	122.0	3.0	11.1	36.7	0.0	-1.5
CCCCC(=O)Nc1cc([N+](=O)[O-])ccc1Cl	98.0	-3.1	5.0	102.0	0.6	-2.8	22.9	-1.0	1.2
CNC(=S)Nc1cccc(C(C)=O)c1	97.0	0.8	2.3	100.0	5.3	-5.6	-1.0	-1.0	-5.2
O=S(=O)(Cc1ccc(Cl)cc1)Nc1ccc2c(c1)OCO2	102.0	-5.0	-3.2	105.0	1.0	-2.1	38.0	5.0	-1.5
Cc1ccc(S(=O)(=O)NCc2cccnc2)c(C)c1	105.0	0.4	-5.1	107.0	-8.3	-0.3	13.8	2.0	-1.8
Cc1ccc(N2C(=O)c3oc4ccccc4c(=O)c3C2c2cccc(O)c2)nc1 (stereo not drawn)	98.0	.	0.9	102.0	4.9	.	.	2.0	-0.8
CCOC(=O)c1c(C)oc2cc(Br)c(OC(C)C(=O)OCC)cc12 (stereo not drawn)	102.0	-15.3	5.4	90.0	2.3	6.5	1.8	1.0	5.0
CCC(Sc1nc2ccccc2[nH]1)C(=O)Nc1cc(C)on1 (stereo not drawn)	103.0	16.8	-5.5	106.0	-10.3	-17.2	15.3	12.0	5.8
OC(COc1ccc2c(c1)OCO2)CN1CCc2ccccc2C1 (stereo not drawn)	94.0	21.3	0.1	92.0	1.3	-5.5	19.2	-4.0	8.5
CCOC(=O)C1CCN(C(c2cccc(F)c2)c2sc3nc(C)nn3c2O)CC1 (stereo not drawn)	112.0	0.9	6.2	108.0	5.0	-1.4	-6.3	10.0	0.7
C[C@H]1[C@@H](OC(=O)CCC(=O)O)O[C@@H]2OC3(C)CC[C@H]4[C@H](C)CC[C@@H]1[C@@]24OO3	114.0	.	.	115.0	.	.	.	6.0	3.0
CCN(C(=O)CSc1nnc(COc2cccc(C)c2)o1)c1nc(C)cs1	105.0	3.2	3.4	104.0	-0.2	7.2	-2.0	1.0	-10.8
c1ccc(CN2CCN(c3nc(-c4ccccc4)nc(-n4ccnc4)n3)CC2)cc1	129.0	7.4	1.8	105.0	5.8	-10.1	5.5	5.0	6.8
CCOc1cccc(C(=O)NC(=S)NCc2cccnc2)c1	101.0	9.2	-1.5	102.0	2.4	-11.4	16.5	3.0	0.5
Fc1cccc(Cn2cc(C(=S)N3CCOCC3)c3ccccc32)c1	99.0	5.1	6.2	100.0	-5.8	-1.7	7.8	1.0	7.1
COC(=O)c1c(SCC(=O)Nc2ccc(C)c(C)c2)nc(=O)[nH]c1C	104.0	-4.7	2.9	105.0	-6.2	-9.2	.	-6.0	-0.9
Cc1c(NCc2cc(Cl)cc(Cl)c2O)c(=O)n(-c2ccccc2)n1C	94.0	7.8	2.9	95.0	3.0	10.0	-1.8	-7.0	-3.4
COC(=O)C1=Cc2cc(OC)cc([N+](=O)[O-])c2OC1N1CCOCC1 (stereo not drawn)	101.0	7.2	2.7	105.0	15.0	-9.4	1.1	2.0	-0.6
CC(=O)c1c(C)[nH]c(C(=O)NCc2ccc(F)cc2)c1C	95.0	5.5	3.7	103.0	-3.0	-4.9	-13.7	-2.0	3.1
O=S(=O)(Nc1nc2ccccc2nc1N1CCN(c2ccccc2F)CC1)c1ccc(Cl)cc1	98.0	23.9	-1.5	103.0	-3.6	-26.6	3.6	1.0	7.1
CCOC(=O)C(=Cc1ccc(-n2cncn2)cc1)C(=O)OCC	94.0	12.2	-0.3	100.0	-5.2	-4.8	-3.6	-6.0	0.0
COc1ccc(/C=C2\SC(=S)N(CCCC(=O)N3CCN(C)CC3)C2=O)cc1	114.0	11.0	0.1	106.0	14.2	-20.1	11.0	6.0	-6.0
CCOc1cccc(OCCOCCN(C)Cc2ccccc2)c1	112.0	19.0	-2.1	105.0	0.1	-3.1	3.6	7.0	7.1
Cc1csc(=Nc2c(C)n(C)n(-c3ccccc3)c2=O)n1-c1ccccc1	101.0	1.1	0.5	102.0	-7.6	-1.2	4.3	0.0	6.4
Next part:
SMILES	MEKK2 WT-MEK5	UBC9 SUMO inh	IDE cell activ	MEKK3 PB1 HTS	PfM18AAP inh	pCIP destab	NALP1 yeast inh	MEKK2 mut-MEK5	IDE cell inh
Cc1sc(NC(=O)c2ccccc2F)c(CN2CCCCC2)c1C	96.0	9.5	-2.3	96.0	-3.1	-2.8	28.6	-1.0	8.1
COc1c(OC2OC(C(=O)O)C(O)C(O)C2O)cc(O)c2c(=O)cc(-c3ccccc3)oc12 (stereo not drawn)	96.0	9.0	0.6	96.0	17.5	-2.1	17.4	3.0	-3.1
CC(C)Cc1nn2c(=O)cc(COc3ccc(NC(=O)c4ccco4)cc3)nc2s1	101.0	11.4	4.2	99.0	1.9	4.0	0.1	0.0	-3.2
O=S(=O)(/N=C/N1CCOCC1)c1ccc(Cl)cc1	106.0	13.3	6.0	99.0	-1.7	-8.4	0.9	1.0	5.2
CCCCSc1nc2ccc(Nc3nc(N4CCOCC4)nc(N4CCOCC4)n3)cc2s1	101.0	-12.7	3.3	100.0	4.0	-8.9	1.6	2.0	-1.5
Cc1nc(C)c(Cc2ccccc2Cl)c(=O)[nH]1	92.0	14.9	4.1	87.0	-16.2	-2.7	34.0	-4.0	2.5
COC(=O)C1=C(C)N=c2s/c(=C/c3ccoc3)c(=O)n2C1c1ccccc1 (stereo not drawn)	88.0	20.2	-9.5	95.0	5.5	-77.4	-14.5	-9.0	27.8*
COc1ccc(NC(=O)CCC(=O)OCc2ccc(Br)cc2)cc1	93.0	0.1	0.5	95.0	-5.1	-0.6	17.8	-1.0	1.1
CCN1CCCC1CNc1ccc(S(C)(=O)=O)cc1[N+](=O)[O-] (stereo not drawn)	103.0	17.8	5.0	104.0	3.1	-14.9	11.5	2.0	-3.3
O=C(Cc1ccccc1F)Nc1ccccc1N1CCCC1	105.0	-7.9	-0.8	103.0	0.9	-7.7	-49.3	2.0	.
CCOC(=O)CNC(=O)CSc1nnc(Cn2cnc3ccccc32)n1C	118.0	1.1	5.5	126.0*	-1.7	-3.6	2.9	6.0	2.7
Cc1ccccc1-n1c(=S)[nH]c2nc3c(cc2c1=O)COC(C)(C)C3	99.0	6.4	-1.9	99.0	-5.0	-47.2	9.2	-7.0	-2.7
COc1ccc(-c2csc(NC(=O)CCn3cnc4ccccc4c3=O)n2)cc1OC	104.0	8.7	-1.5	106.0	6.8	-25.2	13.5	6.0	-0.5
O=S(=O)(NCCOCC(F)(F)F)c1ccc2oc3ccccc3c2c1	101.0	9.3	5.0	100.0	-6.0	-18.7	12.6	2.0	1.8
O=C(NCCc1ccc2c(c1)OCO2)C1CCN(S(=O)(=O)c2ccc(Cl)cc2)CC1	103.0	-2.0	0.7	101.0	-9.3	-8.1	2.7	2.0	-3.1
Cc1cc(C)cc(NC(=S)/N=C(\N)Nc2nc(C)c3ccccc3n2)c1	112.0	-14.1	-2.4	110.0	0.8	-4.0	17.6	25.0	-2.0
COc1ccc(/C=C/C(=O)C2CC2)cc1COc1cccc(C)c1C	110.0	-20.5	5.9	104.0	0.1	-10.1	-4.7	7.0	9.0
Cc1cc(=O)oc2c(C)c(OCC(=O)NCCCN3CCCC3=O)ccc12	103.0	7.4	-1.7	103.0	3.3	-14.0	-10.8	4.0	2.6
CC1=NN(C(=O)c2ccccc2-n2cccc2)C(O)(C(F)(F)F)C1 (stereo not drawn)	92.0	-0.9	-4.4	92.0	5.0	4.6	8.6	-3.0	-5.1
Cc1ccccc1NC(=O)c1cccc(N2C(=O)C3CCCCC3C2=O)c1 (stereo not drawn)	98.0	-11.2	-3.5	97.0	-5.1	0.2	5.1	-1.0	9.7
O=C1c2ccccc2C(Nc2ccc3c(c2)OCCO3)N1Cc1ccc2c(c1)OCO2 (stereo not drawn)	97.0	4.3	1.5	98.0	2.2	-14.9	26.9	-1.0	-1.4
CCCCn1c(=O)[nH]c(=O)c2c1nc(-c1ccc(C(F)(F)F)cc1)n2C	87.0	12.2	2.6	96.0	4.5	-14.3	-28.6	-10.0	-5.7
CCn1c(SCC(=O)Nc2nccs2)nnc1-c1cc2cccc(OC)c2o1	102.0	15.1	0.6	108.0	-1.0	-8.8	23.2	4.0	.
Brc1ccccc1-c1cnco1	104.0	-1.4	1.8	104.0	-8.2	6.6	27.6	5.0	0.1
O=C(Cc1ccc(Cl)cc1)NCc1nc(-c2ccccc2)no1	95.0	15.4	7.5	98.0	-7.5	-1.3	6.0	-4.0	0.7

Sorted by molecular weight (high to low): some entries from above
SMILES	MEKK2 WT-MEK5	UBC9 SUMO inh	IDE cell activ	MEKK3 PB1 HTS	PfM18AAP inh	pCIP destab	NALP1 yeast inh	MEKK2 mut-MEK5	IDE cell inh
CCOC(=O)CNC(=O)CSc1nnc(Cn2cnc3ccccc32)n1C	118.0	1.1	5.5	126.0*	-1.7	-3.6	2.9	6.0	2.7
CC1=NN(C(=O)c2ccccc2-n2cccc2)C(O)(C(F)(F)F)C1 (stereo not drawn)	92.0	-0.9	-4.4	92.0	5.0	4.6	8.6	-3.0	-5.1
Brc1ccccc1-c1cnco1	104.0	-1.4	1.8	104.0	-8.2	6.6	27.6	5.0	0.1

Continued.
SMILES	MEKK2 WT-MEK5	UBC9 SUMO inh	IDE cell activ	MEKK3 PB1 HTS	PfM18AAP inh	pCIP destab	NALP1 yeast inh	MEKK2 mut-MEK5	IDE cell inh
O=C(NC1CCN(C(=O)N2c3ccccc3Sc3ccccc32)CC1)c1ccco1	104.0	-9.5	-4.2	106.0	5.3	-15.9	13.4	3.0	-0.6
O=C(CSc1ncccc1-c1nc2ccccc2[nH]1)NCc1ccco1	96.0	13.0	-7.9	98.0	5.8	-6.6	23.2	6.0	5.3
CC(=O)Nc1ccc(S(=O)(=O)NCc2ccc3c(c2)cc(C)n3C)cc1	50.0*[inhibitor]	-3.4	-2.2	70.0*[inhibitor]	10.8	-0.2	0.9	-14.0	5.3
O=C(CCc1ccccc1)Nc1cc(Cl)ccc1O	98.0	-12.4	-4.8	99.0	0.8	8.0	30.3	1.0	-0.3
COC1=CC(=O)C(O)=C(CCCCCCC/C=C/CCCCCCCC2=C(O)C(=O)C=C(OC)C2=O)C1=O	93.0	.	3.5	102.0	.	.	.	0.0	-2.0
C/C=C\C=C/C(=O)Nc1cccc(C2=NOC3(C2)C[C@@H](C(N)=O)N(C(=O)c2ccccc2)C3)c1 (stereo partly drawn)	102.0	-12.5	.	93.0	.	-5.7	4.5	1.0	4.0
COc1cc(NC(=O)Cc2ccccc2)ccc1NC(=O)c1ccccc1	114.0	11.1	6.2	106.0	4.2	-10.5	9.2	11.0	-0.3
O=C(O)CC(SCc1ccc(C(=O)O)o1)C(=O)O (stereo not drawn)	113.0	5.6	0.8	106.0	0.3	-1.3	-10.8	6.0	-3.3
CC(C)CCN(C(=O)CNC(=O)c1cccs1)C(C(=O)NC1CCCC1)c1ccncc1 (stereo not drawn)	101.0	-7.7	2.3	101.0	0.5	11.6	-30.3	0.0	1.1
